Assay outcomes from PubChem BioAssay.
Pf Dd2 inh: inhibitors of Plasmodium falciparum Dd2 growth; P. falciparum Dd2 growth, SYBR Green, 72 h; Potency, µM (titrated, usually from 28.9 µM), without a hit: at the top dose activity, negative = inhibition, hits mostly inhibitors; 120,000 compounds, 4.3% hits; AID 1347417; active = well fitted inhibition curve with a large enough effect; inconclusive = small, poorly fitted or top-dose-only effect; inactive = no such curve, though single readings can be large or run the other way;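 note: plate controls were DMSO vehicle for no effect and reference drug for full effect; nearly all actives have a fitted effect of over 65% in size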
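Infected erythrocytes (Dd2, 0.3% parasitemia, 2.5% hematocrit final) are added to compound in RPMI-1640/Albumax II medium, grown 72 h at 37C in low oxygen, then lysed with saponin/Triton-X containing SYBR Green and read by fluorescence.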
Starred values were filed as active, the others as inactive; i = inactive; u = inconclusive; ! = repeats disagree; [ ] = remark or other dose. Potency is the fitted concentration of half-maximal effect. A portion of the library; rates above refer to the full screens.

SMILES	Pf Dd2 inh
CC(C)c1ccc(N2C(=O)N(Cc3cccc([N+](=O)[O-])c3)c3ccccc3S2(=O)=O)cc1	u
CCOC(=O)c1ccccc1NC(=O)c1nn(C)c2c1COc1ccccc1-2	8%
CCn1cc(S(=O)(=O)N2CC[C@H](c3nc(C)no3)[C@H](NC(=O)C3CC3)C2)cn1	8%
COCC(=O)N(C1CCOCC1)C1CCN(C(=O)Cc2ccc(Cl)cc2)CC1	15%
CCOc1ccc(C2c3c(oc4ccc(C)cc4c3=O)C(=O)N2c2nc(C)c(C)s2)cc1OC (stereo unspecified)	-15%
COc1cccc(CCC(=O)N2CCC(Oc3ncccc3C(=O)N3CCCCC3)C2)c1 (stereo unspecified)	u
COC(=O)c1ccccc1NC(=O)C1=CC(c2ccc3c(c2)OCO3)=NS(=O)(=O)N1C	17%
CC(=O)NCC(=O)N1Cc2ccccc2CC2(CCN(CC3CCOCC3)C2)C1 (stereo unspecified)	4%
O=C1NCc2ccccc2CC12CCCCN2Cc1cccc(O)c1 (stereo unspecified)	-20%
CN1Cc2ccc(C(=O)Nc3ccc4cn[nH]c4c3)cc2OCC1=O	u
CC[C@H]1CN(C(=O)c2ccnc(Cl)c2)CC[C@H]1CC(=O)O	u
O=C(c1ccc(N2CCCC2)nc1)N1CCC(N2CCOCC2)CC1	-4%
Cc1ccc(Cn2c(=O)c3cccnc3n(CC(=O)Nc3cc(Cl)ccc3C)c2=O)cc1	3%
Cn1ncc2c(N)nc(NC3CC(c4cc(=O)[nH]c(C5CC5)n4)C3)nc21 (stereo unspecified)	u
COc1cccc(CN2C[C@@H](CO)[C@H](NC(=O)c3ccccc3)C2)c1	u
COc1ccccc1-c1nc(C(=O)NC(C)C)n2ccncc12	u
Cc1ccc(C(=O)Nc2nnc(S(=O)(=O)N3CCc4ccccc43)s2)cc1	8%
CCOc1ccc(Nc2ncnc3scc(-c4ccc(OC)cc4)c23)cc1	14%
Cc1noc2c(NC3CCC(O)CC3)cc(-c3cccnc3)nc12 (stereo unspecified)	i
Cc1ccc(NC(=O)COc2ccc(-c3nnc4n3CCCC4)cc2)cc1C	u
COc1ccc(-n2nc(C3CCN(CCC(C)C)CC3)[nH]c2=O)cc1	-8%
CCN(CC)c1ncccc1CNC(=O)Nc1cccc(OC)c1	u
Cc1noc(-c2ccc3c(c2)OCO3)c1C(=O)NCCSCc1ccco1	-14%
Cc1cc(C)cc(NC(=O)CSc2nnc(COc3ccccc3Cl)o2)c1	-10%
COC(=O)C(C)Sc1ncnc2c1c(-c1ccccc1)cn2-c1ccc(F)cc1 (stereo unspecified)	5.6µM*
N#Cc1ccc(S(=O)(=O)N2CCCCCNC(=O)[C@@H]3CCCC[C@@H]32)cc1	10%
COc1ccc(-c2nc(C(C)C)nc3c2CCN(C(C)=O)CC3)cc1	i
COc1ccc(OCCn2c(C3CC(=O)N(c4ccc(F)cc4)C3)nc3ccccc32)cc1 (stereo unspecified)	u
COc1ccc(Cl)cc1NC(=O)c1cc2c(s1)-c1ccccc1OC2	-4%
Cc1ccc(NS(=O)(=O)c2ccccc2)c(=O)n1CC(=O)N1CCCCC1	-25%
COCc1cccc(-c2ccc3ncn(-c4ccc(F)cc4F)c(=O)c3n2)c1	-24%[44.1 µM]
COc1cccc([S+](=O)([O-])N2CCn3c(nn(-c4ccc(C(F)(F)F)cc4)c3=O)C2)c1	-2%
COc1cccc(-c2nc(-c3c(C)noc3C)cc3[nH]c(C)cc23)c1OC	u
CCc1ccc(NC(=O)CCCc2nnc3n(CCCOC)c(=O)c4sccc4n23)cc1	u
CCn1nccc1C(=O)N1CCC(N2C(=O)C(OCC3CC3)C23CCOCC3)CC1 (stereo unspecified)	-5%
COc1ccc(-c2cc(C(=O)NCc3cc(C)on3)c3c(c2)N(C)CCO3)cc1OC	i
CC(C)NC(=O)Cc1csc2nc(-c3ccccc3)cn12	40%[activator]
Cc1noc(C)c1[S+](=O)([O-])N1CCC2(CC1)CC(=O)Nc1ccccc1O2	-23%
COc1ccc(-c2cn(C)c(=O)n3cc(COc4ccccc4)nc23)cn1	i
O=C(Cc1ccc(Cl)cc1)N[C@H]1[C@H](O)[C@H](O)C[C@@H]1c1ccc(C(F)(F)F)cc1	i
Cc1cccc(Cn2c(-c3ccccc3)nc3ccccc32)c1	u
Cc1cn2c(=O)cc(COc3ccc(C(C)(C)C)cc3)nc2s1	i
COc1ccccc1CN1CCCc2nc(C)nc(-c3ccc(O)cc3)c2C1	-16%
COCCNC(=O)[C@H]1C[C@H](Oc2ccccc2)CN1C(=O)c1n[nH]c2ccccc12	u
Cc1ccc(C(=O)N2CCn3c(nnc3C3CCNCC3)C2)cc1	9%
CC1=Nc2cc(C(=O)NCc3ccccc3Cl)ccc2Sc2c(C)ccc(C)c21	u
CCOC(=O)c1ccc(NC(=O)c2c(OCC)cc(=O)n3c2CCCC3)cc1	-12%
CC#CCn1cc2c3c(cccc31)[C@H](CC(C)C)N[C@H](C(=O)NCc1ccco1)C2	u
Cc1nc(-c2ccc(N(C)C)cc2)cc([C@H]2CN3CC[C@H]2C[C@@H]3COC(=O)NC(C)C)n1	-4%
Cc1nonc1Cc1nc(C2CCOCC2)nn1CC1COCCO1 (stereo unspecified)	5%
Cc1ccsc1C(=O)N1CC(Oc2ccc(-c3nc(-c4ccccc4)no3)cc2)C1	u
CCN(CC)C(=O)c1ccccc1NC(=O)c1cccc(S(=O)(=O)N2CCC(C)CC2)c1	52%[activator][5.79 µM]
CCC(=O)N1CCc2c(C(=O)N3CCN(c4ccccc4Cl)CC3)cccc21	-10%
CN(C)c1cc(N2CCCC(NC(=O)c3ccncc3)C2)ncn1 (stereo unspecified)	58%[activator][5.79 µM]
O=C([C@@H]1C[C@H](F)CN1S(=O)(=O)Cc1ccccc1Cl)N1CCCCC1	-16%
COCC1CN(C(=O)c2cc(Cl)ccc2OC)CC12CCNCC2 (stereo unspecified)	24%
CS(=O)(=O)N(Cc1cccnc1)C1CN(C(=O)c2ccc3ccccc3n2)C1	-8%
Cc1cccc(Cn2c(C)c(C)c3cc(C(=O)NCc4ccco4)ccc32)c1	u
COc1ccc(NC(=O)c2ccco2)cc1NC(=O)COc1ccc(C)cc1C	2.8µM*
O=C1CCN(S(=O)(=O)c2ccccc2)CCCN(Cc2ccc3[nH]ccc3c2)CCN1	11µM*
Next section:
SMILES	Pf Dd2 inh
COc1cccc(Cc2nc(C3CC(=O)N(Cc4ccccc4OC)C3)no2)c1 (stereo unspecified)	i
N#Cc1ccc(CN2CCC23Cc2ccccc2NC3=O)cc1 (stereo unspecified)	u
Oc1ccc(-c2nc(C3CC3)nc3c2CCN(Cc2cccc(F)c2)CC3)cc1	i
O=C(NCc1ccccc1F)C1CCN(C(=O)c2ncn3c2COC(c2ccccc2)C3)CC1 (stereo unspecified)	-16%
CC1=NS(=O)(=O)N(Cc2ccccc2)C=C1C(=O)OCc1noc(-c2cccc(F)c2)n1	-5%
Cc1nonc1OCCNC(=O)C1CCC(=O)N(CCN2CCOCC2)C1 (stereo unspecified)	17%
Cc1ccc(Cn2c(CNC(=O)CCc3ccccc3)nc3cccnc32)cc1	9%
O=C1N(CCc2ccccc2)c2ccccc2C12CCN(CC1CC1)C2 (stereo unspecified)	5µM*!
CCCNC(=O)CC1Sc2ncccc2N(CC)C1=O (stereo unspecified)	i
CC(C(=O)N1CCc2onc(-c3ccc(F)c(F)c3)c2C1)n1ccnc1 (stereo unspecified)	u
CCCNC(=O)CCc1nnc2ccc(N3CCN(c4cccc(OC)c4)CC3)nn12	-6%
Cc1cnc(C(=O)N2CCCCCCNC(=O)[C@@H]3C[C@@H](C(=O)N4CCc5ccccc5C4)C[C@@H]32)cn1	-16%
COCCNC(=O)C1CN(c2ccccc2)C(=O)N1 (stereo unspecified)	12%[44.1 µM]
c1ccc(-c2cnc(Nc3cncnc3)c3c2CCO3)cc1	-12%[44.1 µM]

Grouped by structure, the entries above with a halogen (18)
SMILES	Pf Dd2 inh
COCC(=O)N(C1CCOCC1)C1CCN(C(=O)Cc2ccc(Cl)cc2)CC1	15%
CC[C@H]1CN(C(=O)c2ccnc(Cl)c2)CC[C@H]1CC(=O)O	u
Cc1ccc(Cn2c(=O)c3cccnc3n(CC(=O)Nc3cc(Cl)ccc3C)c2=O)cc1	3%
Cc1cc(C)cc(NC(=O)CSc2nnc(COc3ccccc3Cl)o2)c1	-10%
COC(=O)C(C)Sc1ncnc2c1c(-c1ccccc1)cn2-c1ccc(F)cc1 (stereo unspecified)	5.6µM*
COc1ccc(OCCn2c(C3CC(=O)N(c4ccc(F)cc4)C3)nc3ccccc32)cc1 (stereo unspecified)	u
COc1ccc(Cl)cc1NC(=O)c1cc2c(s1)-c1ccccc1OC2	-4%
COCc1cccc(-c2ccc3ncn(-c4ccc(F)cc4F)c(=O)c3n2)c1	-24%[44.1 µM]
COc1cccc([S+](=O)([O-])N2CCn3c(nn(-c4ccc(C(F)(F)F)cc4)c3=O)C2)c1	-2%
O=C(Cc1ccc(Cl)cc1)N[C@H]1[C@H](O)[C@H](O)C[C@@H]1c1ccc(C(F)(F)F)cc1	i
CC1=Nc2cc(C(=O)NCc3ccccc3Cl)ccc2Sc2c(C)ccc(C)c21	u
CCC(=O)N1CCc2c(C(=O)N3CCN(c4ccccc4Cl)CC3)cccc21	-10%
O=C([C@@H]1C[C@H](F)CN1S(=O)(=O)Cc1ccccc1Cl)N1CCCCC1	-16%
COCC1CN(C(=O)c2cc(Cl)ccc2OC)CC12CCNCC2 (stereo unspecified)	24%
Oc1ccc(-c2nc(C3CC3)nc3c2CCN(Cc2cccc(F)c2)CC3)cc1	i
O=C(NCc1ccccc1F)C1CCN(C(=O)c2ncn3c2COC(c2ccccc2)C3)CC1 (stereo unspecified)	-16%
CC1=NS(=O)(=O)N(Cc2ccccc2)C=C1C(=O)OCc1noc(-c2cccc(F)c2)n1	-5%
CC(C(=O)N1CCc2onc(-c3ccc(F)c(F)c3)c2C1)n1ccnc1 (stereo unspecified)	u

4 compounds picked at random from those above, as already listed:
SMILES	Pf Dd2 inh
CC(C(=O)N1CCc2onc(-c3ccc(F)c(F)c3)c2C1)n1ccnc1 (stereo unspecified)	u
Oc1ccc(-c2nc(C3CC3)nc3c2CCN(Cc2cccc(F)c2)CC3)cc1	i
COCCNC(=O)C1CN(c2ccccc2)C(=O)N1 (stereo unspecified)	12%[44.1 µM]
CCCNC(=O)CC1Sc2ncccc2N(CC)C1=O (stereo unspecified)	i
